# Anthrax LF prot – anthrax lethal factor protease inhibition. 360,000 compounds, 0.12% hits. inhibition, % at 10 µM. multiplex microsphere protease cleavage assay, LF; also: plate controls were buffer without enzyme for full effect and enzyme alone for no effect
# Target sequence (P15917 whole entry, looked up): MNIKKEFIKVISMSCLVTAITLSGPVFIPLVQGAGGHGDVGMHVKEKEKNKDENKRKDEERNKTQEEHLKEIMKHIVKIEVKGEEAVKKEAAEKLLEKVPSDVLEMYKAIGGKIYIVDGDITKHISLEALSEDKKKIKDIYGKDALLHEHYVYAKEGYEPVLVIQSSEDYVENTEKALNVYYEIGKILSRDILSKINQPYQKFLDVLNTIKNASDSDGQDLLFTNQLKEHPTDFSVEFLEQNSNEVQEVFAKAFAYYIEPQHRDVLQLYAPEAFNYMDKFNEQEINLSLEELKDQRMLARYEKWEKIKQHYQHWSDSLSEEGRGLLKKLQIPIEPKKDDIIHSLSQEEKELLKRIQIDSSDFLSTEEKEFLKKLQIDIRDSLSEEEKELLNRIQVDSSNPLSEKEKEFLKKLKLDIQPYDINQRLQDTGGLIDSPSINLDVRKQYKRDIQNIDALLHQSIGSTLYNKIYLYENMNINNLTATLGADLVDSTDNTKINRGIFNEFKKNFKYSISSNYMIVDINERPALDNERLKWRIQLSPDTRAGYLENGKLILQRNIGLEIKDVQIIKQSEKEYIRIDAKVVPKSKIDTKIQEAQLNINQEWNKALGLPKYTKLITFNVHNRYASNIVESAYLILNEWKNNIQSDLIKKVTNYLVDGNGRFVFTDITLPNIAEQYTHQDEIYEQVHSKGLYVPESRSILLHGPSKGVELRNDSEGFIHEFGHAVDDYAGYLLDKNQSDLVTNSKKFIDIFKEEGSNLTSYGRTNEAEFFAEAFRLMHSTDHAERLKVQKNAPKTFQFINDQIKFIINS
# BoNT A protease – BoNT A light chain protease inhibition | multiplex microsphere protease substrate cleavage, flow cytometry | inhibition, % at 10 µM | 360,000 compounds, 0.17% hits; also: plate controls were buffer without enzyme for full effect and enzyme alone for no effect
# BoNT F protease – BoNT F light chain protease inhibition. Multiplex microsphere protease cleavage assay, flow cytometry. inhibition, % at 10 µM. 360,000 compounds, 0.22% hits; in the data active = inhibition above about 35%, passing the limit was not always enough; inconclusive = no clear call, values can overlap the other calls; also: plate controls were buffer without enzyme for full effect and enzyme alone for no effect
# GDH-TPI counter – counter-screen for M. tuberculosis FBA inhibitors: GDH-TPI coupled enzymes | GDH-TPI coupled enzyme counterscreen, NADH absorbance | inhibition, % at 4.8 µM | 360,000 compounds, 1.2% hits; in the data active = inhibition above about 30%;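 also: 0% = DMSO wells and 100% = wells lacking the enzyme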
# PfHsp40 rescue – compounds rescuing yeast from Plasmodium falciparum HSP40 toxicity | S. cerevisiae expressing PfHsp40, growth rescue, ATP luminescence | growth rescue, % at 12.5 µM | 340,000 compounds, 0.68% hits; in the data active = growth rescue above about 28%, passing the limit was not always enough; inconclusive = no clear call, values can overlap the other calls;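 also: yeast W303a lacking pdr1 and pdr3 grown in galactose medium; growth measured after three days at 30 °C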
# FBA Mtb inh – Mtb fructose-bisphosphate aldolase inhibition; P9WQA3; purified M. tuberculosis FBA, fluorescence read-out; inhibition, % at 1 µM; 360,000 compounds, 2.3% hits; in the data active = inhibition above about 27%;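 also: 0% = vehicle and 100% = reference inhibitor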
# FadD28 binding – blocks FadD28 binding to the bisubstrate probe. inhibition, % at 12.5 µM. 360,000 compounds, 0.22% hits. fluorescence polarization; in the data active = inhibition above about 8.5%, passing the limit was not always enough; inconclusive = no clear call, values can overlap the other calls
# BioA inh – BioA (M. tuberculosis) enzyme inhibition; 360,000 compounds, 0.096% hits; purified M. tuberculosis BioA enzyme, plate reader; inhibition, % at 9.99 µM; AID 602481; in the data active = inhibition above about 40%; inconclusive = no clear call, values can overlap the other calls
# Mtb UGM inh – Mtb UDP-galactopyranose mutase inhibition. P9WIQ1. purified UGM, fluorescence polarization probe displacement. inhibition, % at 10 µM. 320,000 compounds, 0.06% hits. AID 504406; in the data active = inhibition above about 10%, passing the limit was not always enough; inconclusive = no clear call, values can overlap the other calls
# * marks the source's active call; other numbers are inactive results; u = inconclusive; x = not tested or not shown. Rule as the data show it, unless noted: active = inhibition above about 30%; inconclusive = no clear call, values can overlap the other calls; inactive = below that.
SMILES	Anthrax LF prot	BoNT A protease	BoNT F protease	GDH-TPI counter	PfHsp40 rescue	FBA Mtb inh	FadD28 binding	BioA inh	Mtb UGM inh
CC(c1ccccc1)N1CCc2[nH]c(=S)[nH]c(=O)c2C1 (configuration not stated)	1	0.1	0	5	1.0	10	0.1	-1.1	4.1
CCCCN(C(=O)c1cc(-c2ccncc2)nc2ccccc12)c1c(N)n(CC(C)C)c(=O)[nH]c1=O	-15	1.0	-30	7	-0.8	0	-2.1	-1.5	1.1
Cc1c(O)ccc(NS(=O)(=O)c2ccccc2)c1C	-3	0.1	2	-5	-0.3	0	-1.0	x	-0.3
COC(=O)CCCNC(=O)CC1C(=O)NCCN1Cc1ccoc1 (configuration not stated)	0	0.2	3	4	0.7	0	-1.5	x	4.8
COc1ccc2cc(S(=O)(=O)NCc3cccnc3)ccc2c1	-1	1.1	-4	14	-0.1	-3	-1.4	1.2	2.1
CCC1(CC)C(=O)C=CNC1=O	-2	0.6	4	9	-1.5	3	-0.2	-1.2	1.2
CC(=O)c1ccc(OC(=O)Cc2cccc3ccccc23)cc1	1	1.8	u	3	3.3	-1	-0.6	-1.4	5.8
CC(C)(C)NC(=O)CC(CC(=O)O)c1ccccc1 (configuration not stated)	-4	-0.5	4	1	-0.7	5	-0.9	-2.3	-0.6
O=C(O)c1ccc(NC(=O)c2ccc(COc3ccc(Cl)cc3)o2)cc1	-12	-2.6	-16	-5	-0.4	0	-5.3	-2.6	1.7
NC1=NC(=O)/C(=C/c2ccccc2OCC(=O)Nc2ccc(F)cc2)S1	-1	-0.9	-2	25	-0.1	3	0.0	-1.3	-0.3
O=NN1CCCCC1	-2	-0.1	-8	4	-0.8	1	-1.4	-0.8	-0.3
COc1cc(/C=N/Nc2ccnc(=O)[nH]2)ccc1O	4	-1.0	7	30	-0.6	0	1.1	-0.5	-4.0
O=C(O)C1CCCN(C(=O)/C=C/c2ccccc2)CC1 (configuration not stated)	-6	-0.3	-4	9	x	3	-1.6	0.0	x
O=C(O)c1cccc(-c2nnn(Cc3ccccc3)n2)c1	-5	-1.4	-11	-6	0.1	5	-3.1	0.2	-0.2
COc1cc(C(=O)NCC2CCCO2)ccc1OCc1ccccc1 (configuration not stated)	-1	0.2	-2	-4	-0.5	8	-3.5	0.3	4.0
CC1CC(O)(CC(O)(c2ccccc2)c2ccccc2)C(C)CN1C (configuration not stated)	-9	1.0	21	3	-1.6	0	-0.8	-1.8	7.0
O=C1CC(c2ccccc2)c2ccc(O)cc2O1 (configuration not stated)	6	0.6	3	0	0.2	5	0.4	x	2.2
N#Cc1ccc(Oc2cccc3cccnc23)c([N+](=O)[O-])c1	-4	-1.3	0	1	-0.7	14	-2.2	7.3	4.2
Cc1ccc(-n2ncc3c(SCC(=O)Nc4cc(C)on4)ncnc32)c(C)c1	-1	-0.3	-2	-2	-1.9	3	1.3	x	2.5
CSCCNC(=O)Nc1c(-c2c(Cl)cccc2Cl)noc1C	10	-5.9	u	16	-0.9	-1	-0.4	x	1.4

# 4 entries from above, with each value named:
> CC(C)(C)NC(=O)CC(CC(=O)O)c1ccccc1 (configuration not stated)
  Anthrax LF prot: -4	BoNT A protease: -0.5	BoNT F protease: 4	GDH-TPI counter: 1	PfHsp40 rescue: -0.7	FBA Mtb inh: 5	FadD28 binding: -0.9	BioA inh: -2.3	Mtb UGM inh: -0.6
> O=C(O)C1CCCN(C(=O)/C=C/c2ccccc2)CC1 (configuration not stated)
  Anthrax LF prot: -6	BoNT A protease: -0.3	BoNT F protease: -4	GDH-TPI counter: 9	PfHsp40 rescue: x	FBA Mtb inh: 3	FadD28 binding: -1.6	BioA inh: 0.0	Mtb UGM inh: x
> COc1cc(/C=N/Nc2ccnc(=O)[nH]2)ccc1O
  Anthrax LF prot: 4	BoNT A protease: -1.0	BoNT F protease: 7	GDH-TPI counter: 30	PfHsp40 rescue: -0.6	FBA Mtb inh: 0	FadD28 binding: 1.1	BioA inh: -0.5	Mtb UGM inh: -4.0
> COC(=O)CCCNC(=O)CC1C(=O)NCCN1Cc1ccoc1 (configuration not stated)
  Anthrax LF prot: 0	BoNT A protease: 0.2	BoNT F protease: 3	GDH-TPI counter: 4	PfHsp40 rescue: 0.7	FBA Mtb inh: 0	FadD28 binding: -1.5	BioA inh: x	Mtb UGM inh: 4.8

# Continuation:
SMILES	Anthrax LF prot	BoNT A protease	BoNT F protease	GDH-TPI counter	PfHsp40 rescue	FBA Mtb inh	FadD28 binding	BioA inh	Mtb UGM inh
CCOc1cccc(-c2ccc3nncn3c2)c1	-3	0.1	2	-10	x	2	-3.3	1.9	x
O=C(COc1ccccc1)Nc1cc2c3c(c1)CC(=O)N3CCC2	x	x	x	4	-0.3	4	0.4	-0.4	0.4
CC(=O)N1CCc2c(sc(NC(=O)c3ccc4c(c3)OCCO4)c2C#N)C1	-5	-1.1	0	14	-0.4	6	-0.2	-2.1	1.2
CCOc1ccc(NC(=O)CN(c2ccc(C)cc2)S(=O)(=O)c2c(C)nn(C)c2C)cc1	-1	-0.6	1	-1	-0.7	1	-2.4	-0.3	0.4
COc1ccc(N(C(=O)c2cccnc2)S(=O)(=O)c2cccs2)cc1	0	-0.3	-4	7	0.7	-2	-3.6	-0.5	-0.9
COc1cccc(-c2cc(C(=O)N/N=C/c3ccc(OC)c(COC(C)=O)c3)c3ccccc3n2)c1	0	0.6	-1	16	0.1	4	-6.7	-1.1	2.3
O=C(NCc1ccco1)c1cc2c(s1)CCCCC2	-19	10	13	0	-1.2	-1	0.6	-0.8	-4.5
Cc1cc(OCC(=O)N2CCOCC2)ccc1[N+](=O)[O-]	3	0.5	-7	8	1.4	-2	-3.2	0.6	1.4
COc1ccc(OC)cc1	0	-0.2	-8	6	-2.1	6	-2.0	-0.6	x
COc1ccc(OC)c(CCNC(=O)CCn2nc(C)c3c(C)n(-c4ccccc4)nc3c2=O)c1	0	0.4	-9	4	0.2	-1	-2.8	8.2	-0.5
Cc1ccc(Sc2ncccc2COC(=O)Nc2ccccc2)cc1	-10	-1.0	-24	9	11	0	4.8	2.6	-1.4
CN1CCN(C(=O)CN(c2cccc(Br)c2)S(=O)(=O)c2ccccc2)CC1	0	1.0	2	-2	-1.2	-5	-4.5	x	-1.9
Cn1nnnc1SCC(=O)N1CCCCC1	-4	2.4	1	-5	-0.9	1	0.1	-0.7	0.9
C#Cc1ccc([C@H]2C=C(C(=O)NCc3nc4ccccc4[nH]3)O[C@@H](OCC)[C@@H]2CCCO)cc1	8	-0.4	0	2	0.9	2	-8.1	-0.8	0.1
O=C(OCCN1CCOCC1)c1ccc(O)cc1	x	x	x	3	-0.7	-3	-0.2	-0.6	-0.7
CCN1CCN(CCNC(=O)CCc2c(C)c3c(C)nn(-c4ccccc4)c3n(C)c2=O)CC1	-1	0.0	-11	2	0.3	10	-0.4	1.9	0.7
O=C(O)CC/C(=N\NC(=O)c1ccccc1)c1cccs1	-4	-0.8	-11	3	2.4	1	-1.3	-0.4	4.8
O=C(NCC1CCCO1)c1ccc(COc2ccccc2)cc1 (configuration not stated)	1	0.5	-3	-2	-0.2	1	-2.4	1.3	0.7
O=C(CN1C(=O)/C(=C/c2ccccc2)SC1=S)N1CCN(CCc2ccccn2)CC1	-1	-0.4	-1	10	1.2	0	-4.3	-0.9	-0.8
O=S(=O)(c1cccc(-c2nnco2)c1)N1CCOCC1	9	-1.2	-8	-1	-0.6	-2	-0.8	x	-1.6
COC/C=C/C1=CC2=CC(=O)C(C)(OC(=O)c3cnc4ccccc4n3)C(=O)C2=CN1Cc1ccc(OC)cc1 (configuration not stated)	-7	0.9	-27	3	0.3	-2	-0.7	-0.2	-3.2
CC(C)NC(=O)NC(=O)COC(=O)c1ccccc1F	-1	1.4	7	-4	0.3	-2	-1.4	x	0.4
O=S(=O)(c1cnc(Cl)c(Cl)c1)N1CCCc2ccccc21	-1	0.2	-2	2	1.0	-1	-2.6	x	3.3
COc1ccccc1N1CCN(c2cc(N3CCCC3)nc(C)n2)CC1	-6	-0.4	-5	3	-1.7	2	-0.1	3.0	-0.2
COc1ccc(NC(=O)CSc2nc(C)cs2)cc1OC	-3	0.1	9	4	-1.0	2	-1.9	6.6	2.6
CC(=O)/C=C1\N(C)c2ccc(C)cc2C1(C)C	-7	0.4	-12	16	-0.9	3	-5.3	x	-1.4
COC(=O)C1=C(C(=O)OC)C(c2cc([N+](=O)[O-])ccc2O)c2sc(=O)[nH]c2S1 (configuration not stated)	-5	-0.7	-6	11	1.5	-17	-0.3	x	3.0
COc1ccccc1N(C(=O)NCc1ccccc1)C1=NCC(C)S1 (configuration not stated)	4	0.4	1	4	0.4	1	-1.2	-0.9	-1.8
CC(=O)Nc1c(O)[nH]c2ccccc12	-4	-0.8	-3	-3	-1.8	-1	-1.3	-1.1	-5.3
O=C(Nc1nc(-c2ccc(S(=O)(=O)N3CCCC3)cc2)cs1)C1COc2ccccc2O1 (configuration not stated)	-5	-0.3	-36	9	0.6	11	0.7	-2.3	1.4
N#CC(CCc1ccccn1)c1ccccc1 (configuration not stated)	1	-1.5	-23	-1	-0.6	2	x	-0.9	x
O=C(Cc1ccc(Cl)cc1)NCCc1ccc(F)cc1	3	-0.4	-6	3	x	1	-5.9	-2.0	2.3
c1ccc(Cn2ncc3c(N4CCCCC4)ncnc32)cc1	-9	-0.5	-3	-3	-0.4	-5	-3.2	3.8	-0.1
O=C(Cc1cccs1)Nc1ccccc1F	13	-0.8	0	-5	-0.2	0	-3.6	-4.4	-0.1
CN(C)C1=NCC(CSC(=N)N)S1 (configuration not stated)	-6	-0.3	-1	-1	-1.6	68*	-1.6	-0.8	-2.9
O=C(CCOc1ccccc1)Nc1cccc([N+](=O)[O-])c1	-2	-0.4	0	1	0.5	1	-1.4	-1.6	-1.9
CC1(C)C(=O)C2(C(=O)NCc3ccccc3)CCC1C2 (configuration not stated)	-2	0.5	4	-4	0.9	2	-1.0	-1.1	0.4
COc1ccc(NC(=O)C2CCC(=O)N2S(=O)(=O)c2ccc(C)cc2)cc1Cl (configuration not stated)	2	-2.3	-4	3	0.2	-2	-0.5	0.5	2.6
CC(=O)Nc1ccc(S(=O)(=O)NCCC(=O)NCc2ccco2)cc1	-3	0.3	1	-6	x	-2	-0.9	-0.1	x
COc1cc(C(=O)NCCc2cn3ccccc3n2)cc(OC)c1OC	6	-0.6	-7	10	2.8	4	-0.8	0.8	-2.2
CN1CCN(c2ccc3nccnc3c2)CC1	2	-0.6	-3	0	-1.7	0	-0.8	x	-1.9
O=C(CCCn1c(SCc2cc(=O)n3ccccc3n2)nc2ccccc2c1=O)NCC1CCCO1 (configuration not stated)	-6	-0.3	-1	33*	-0.7	6	0.6	x	-1.5
Cc1ccc2ccccc2c1C(O)c1ncc(-c2ccc(F)cc2)[nH]1 (configuration not stated)	-2	0.4	-6	-1	x	0	0.4	1.0	x
Nc1ccc(Sc2cnn(-c3ccccc3)c(=O)c2Cl)cc1	-8	-0.5	-3	10	0.1	-1	1.8	-1.3	1.5
COc1cccc(NS(=O)(=O)c2ccc3c(c2)CCCN3C(C)=O)c1	-3	-0.2	-4	11	-0.6	0	-1.9	x	0.8
COC(C[C@H](O)CC(=O)[C@@H](C)OCc1ccccc1)OC	-9	-0.7	2	8	-0.3	2	-2.2	-0.4	1.7
Cc1ccc(NC(=O)c2cccc(NC3=NC4CS(=O)(=O)CC4S3)c2)cc1 (configuration not stated)	2	-0.3	-2	-13	-0.1	-2	-3.9	-0.6	-1.4
C=CCOc1ccc(/C=N/O)cc1Cl	-2	-0.2	-2	-2	1.7	0	-2.2	-0.3	-1.0
CC(=O)c1ccc(N2CCN(C(=O)c3ccc4ccccc4n3)CC2)cc1	-6	0.0	-2	-1	0.0	5	-0.6	x	-2.3
CCc1ccc([C@@H]2CC(=O)[C@@H]3CN(S(=O)(=O)c4ccccc4C)[C@H](c4ccc(Cl)cc4)C[C@@H]3N2S(=O)(=O)c2ccc(C)cc2)cc1	-5	-1.1	5	x	x	-1	-2.2	-1.5	x
C=CCc1ccc(OCCOc2cccc3ccc(C)nc23)c(OC)c1	-8	46*	53*	-1	0.8	6	-2.9	-1.4	-0.4
